Screening results (PubChem)
S1P4 ag – agonists of human S1P4 receptor | O95977 | S1P4-expressing cell line, agonist reporter assay | activation, % at 4.98 µM | 220,000 tested, 0.35% active; in the data active means activation above about 11%;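 further: 0% = DMSO vehicle and 100% = reference agonist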
Target sequence (O95977 whole entry, looked up): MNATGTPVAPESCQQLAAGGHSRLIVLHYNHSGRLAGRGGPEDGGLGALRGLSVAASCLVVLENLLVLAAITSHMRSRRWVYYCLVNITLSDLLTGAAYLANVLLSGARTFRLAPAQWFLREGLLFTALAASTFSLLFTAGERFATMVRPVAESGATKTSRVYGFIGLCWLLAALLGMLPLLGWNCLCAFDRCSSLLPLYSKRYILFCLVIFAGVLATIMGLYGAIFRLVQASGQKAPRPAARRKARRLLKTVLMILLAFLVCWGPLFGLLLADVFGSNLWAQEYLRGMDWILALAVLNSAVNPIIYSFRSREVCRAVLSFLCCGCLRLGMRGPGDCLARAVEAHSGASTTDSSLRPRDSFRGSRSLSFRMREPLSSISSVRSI
Ba/F3 V617F tox – loss of viability in JAK2V617F-driven Ba/F3 cells | inhibition, % at 5.6 µM | Ba/F3 EpoR-JAK2V617F viability, ATP luminescence | AID 1446 | 220,000 tested, 1.1% active;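 active means inhibition above the campaign mean plus 3 SD over all tested compounds, cut at about 24% in these data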;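 further: cytokine-independent growth of Ba/F3 cells driven by EpoR plus mutant JAK2; 0% = DMSO-treated cells and 100% = JAK inhibitor I control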
NPY Y1 blocker – antagonists of human neuropeptide Y receptor Y1. P25929. HEK293-CNG Y1 cells, membrane potential fluorescence; NPY at EC95, then isoproterenol. inhibition, % at 3.6 µM. 200,000 tested, 1% active. AID 1040;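 active means inhibition above the campaign mean inhibition of all tested compounds plus 3 SD, cut at about 20% in these data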;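 further: 0% = DMSO wells given NPY plus isoproterenol and 100% = isoproterenol alone without NPY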
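System: HEK293 cells with Y1 receptor plus CNG channel / Probe or stimulus: NPY 25 nM then isoproterenol 1 µM plus Ro 20-1724 25 µM / Compound: one concentration, 3.6 µM, in 0.4% DMSO / Schedule: compound incubation 1 h at room temperature, readout 45 min post-stimulation / Measured by: membrane potential fluorescence / Read-out: % inhibition of NPY effect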
Runt-CBFb FRET – Runt domain-CBFb interaction inhibition; 220,000 tested, 0.46% active; inhibition, % at 20 µM; Q01196+Q13951; Cerulean-Runt/Venus-CBFb FRET ratio 530/480, 1 h;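 active means inhibition over about 50% at 20 µM in the single-dose screen, limit read from the data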;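 further: 0% = DMSO wells and 100% = excess unlabeled CBFb competitor control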
Target sequence (Q01196 whole entry, looked up, the tested form may be a part): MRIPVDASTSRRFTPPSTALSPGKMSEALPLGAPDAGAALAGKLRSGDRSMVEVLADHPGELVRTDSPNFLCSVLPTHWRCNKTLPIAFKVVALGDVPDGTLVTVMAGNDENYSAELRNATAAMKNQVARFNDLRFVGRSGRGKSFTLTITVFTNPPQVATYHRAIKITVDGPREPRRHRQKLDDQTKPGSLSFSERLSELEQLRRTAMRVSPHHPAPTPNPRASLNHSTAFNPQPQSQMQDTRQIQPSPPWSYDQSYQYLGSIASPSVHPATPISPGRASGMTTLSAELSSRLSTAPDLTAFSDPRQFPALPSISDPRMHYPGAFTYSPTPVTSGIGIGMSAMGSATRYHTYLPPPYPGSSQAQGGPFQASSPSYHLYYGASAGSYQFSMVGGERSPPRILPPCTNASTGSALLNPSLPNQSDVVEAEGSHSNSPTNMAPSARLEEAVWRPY
Target sequence (Q13951 whole entry, looked up, the tested form may be a part): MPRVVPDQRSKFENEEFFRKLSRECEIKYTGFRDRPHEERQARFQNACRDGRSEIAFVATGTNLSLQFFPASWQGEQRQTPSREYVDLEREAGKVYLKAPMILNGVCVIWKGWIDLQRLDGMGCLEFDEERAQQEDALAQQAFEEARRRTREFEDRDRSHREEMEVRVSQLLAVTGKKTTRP
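Measured by: fluorescence energy transfer, 422 nm excitation, 530/480 nm emission; Assay system: Cerulean-Runt domain; Medium: Tris pH 7.5 buffer with BSA; Measure: loss of energy transfer signal; Controls: 5 µM unlabeled CBFb as full-inhibition high control; Incubation: protein complex preformed 1 h, compound exposure 1 h, room temperature, dark.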
NPY1 pot ag – potentiators or agonists of human neuropeptide Y receptor Y1; NPY-Y1 expressing cells, potentiator/agonist activation; AID 1304; activation, % at 3.6 µM; P25929; 220,000 tested, 0.37% active; in the data active means activation above about 33%, passing the limit was not always enough;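 further: cells stimulated with NPY at EC10 then isoproterenol at EC100; 0% = low agonist plus stimulus and 100% = saturating agonist plus stimulus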
BaF3 parental – counter-screen for JAK2V617F inhibitors: parental Ba/F3 viability inhibitors; CellTiter-Glo ATP luminescence; inhibition, % at 5.6 µM; 220,000 tested, 1.1% active; AID 1486;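 active means inhibition above a per-campaign cutoff, the mean inhibition of all tested compounds plus 3 SD, cut at about 27% in these data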;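 further: 0% = DMSO wells and 100% = JAK Inhibitor I control wells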
RBBP9 inhibitor – blocks human serine hydrolase RBBP9 | recombinant RBBP9, FP-Rh probe fluorescence polarization | inhibition, % at 7.94 µM | 220,000 tested, 0.2% active;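 active means inhibition above the campaign mean of all tested compounds plus 3 SD, cut at about 14% in these data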;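 further: plate controls were DMSO wells with RBBP9 for no effect and wells lacking RBBP9 protein for full effect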
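Measured by – fluorescence polarization · Test system – RBBP9 protein · Input – 2.5 µM RBBP9 dispensing solution, before mixing · Measure – percent inhibition from mP, scaled between DMSO and no-protein wells · Benchmarks – DMSO-treated enzyme wells and wells lacking RBBP9 · Times – preincubation 30 min plus labeling 45 min at 25 °C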
NPY2 pot ag – potentiates or activates human NPY-Y2 receptor. P49146. cells expressing NPY-Y2, potentiator/agonist read-out. activation, % at 3.6 µM. 220,000 tested, 0.45% active. AID 1359; in the data active means activation above about 27%;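 further: cells stimulated with NPY near EC25 plus isoproterenol at EC100; 0% = vehicle plus submaximal agonist and 100% = vehicle plus saturating agonist; some results beyond the cut were filed as inactive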
S1P4 antag – blocks the human S1P4 receptor; O95977; S1P4-expressing cells, antagonist mode, reporter read-out; inhibition, % at 4.98 µM; 220,000 tested, 0.26% active; in the data active means inhibition above about 29%;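 further: 0% = wells stimulated with agonist and 100% = vehicle wells without agonist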
* = called active by the depositor; · = not tested or not shown.

SMILES	S1P4 ag	Ba/F3 V617F tox	NPY Y1 blocker	Runt-CBFb FRET	NPY1 pot ag	BaF3 parental	RBBP9 inhibitor	NPY2 pot ag	S1P4 antag
COc1ccccc1C(=O)NNC(=O)c1cccc([N+](=O)[O-])c1	0.9	-1.0	-0.2	0.6	2.0	3.3	4.2	-3.3	-3.7
CCN(CC)C(=O)c1sc(NC(=O)c2cccs2)c(C#N)c1C	-0.2	4.2	2.4	-2.3	-6.5	9.5	-3.1	-10.6	-14.3
CCNc1ccccc1C(=O)O	1.4	0.7	·	1.2	-16.2	-0.1	-7.4	-3.7	7.2
CC1CCN(CCCNC(=O)c2cn(C)c3ccc(S(=O)(=O)N4CCCC4)cc3c2=O)CC1	-2.0	1.8	28.2*	0.5	3.0	8.9	-2.1	-0.1	-23.9
O=C(CSC1=NCCS1)Nc1ccc(F)cc1	1.4	-1.2	0.3	-1.9	1.8	0.1	-7.0	3.1	-15.3
Cc1ccc(C(C[N+](=O)[O-])n2nc(C)cc2C)cc1 (configuration not stated)	-1.2	-4.2	7.1	3.0	-7.2	1.1	3.8	4.5	-3.1
COc1ccc(/C=C/C(=O)NC(C)CCc2ccccc2)cc1OC (configuration not stated)	-1.0	-3.3	7.8	-2.8	16.8	2.9	-0.7	7.3	-8.5
Cc1ccccc1CC1(CO)CCCN(C(=O)CCCN2CCCCC2=O)C1 (configuration not stated)	0.0	0.6	0.2	0.8	12.9	9.1	-1.7	9.4	-4.3
CCOc1ccc(/C(C)=N/NC(=O)C(OC)c2ccccc2)cc1 (configuration not stated)	-1.1	-2.3	-1.4	0.3	-7.9	0.1	-2.4	-1.4	1.9
CCCNC(=O)CCc1c(C)nc2nc(C)nn2c1C	1.3	-1.9	1.2	1.6	1.0	3.8	-0.1	8.0	4.6
Cc1ccc(S(=O)(=O)Nc2ccc(NC(=O)/C=C/C(=O)O)cc2)cc1	2.4	0.9	2.7	2.1	5.1	7.8	3.2	-2.5	-1.1
CCOC(=O)c1[nH]c(C)c(CC(C)C)c1C	0.9	-0.1	-2.2	-1.4	0.7	5.0	3.6	-1.8	-12.4
Cc1sc2ncnc(NCCN3CCOCC3)c2c1C	1.8	2.2	7.5	0.5	-8.4	8.7	-9.6	3.1	-5.9
C=C(C)CSc1nc2sc3c(c2c(=O)n1C1CCCCC1)CCN(C)C3	-0.6	50.6*	·	9.6	2.0	54.5*	-0.1	-1.8	2.9
CC(C)(C)c1ccccc1OCCCCCNCCO	-0.6	1.0	10.2	0.3	-11.4	7.9	-9.9	2.8	-7.7
COc1cc(/C=C(\C#N)C(=O)Nc2cccc3ncccc23)cc(OC)c1OC	4.6	-1.1	-0.1	41.9	-15.2	3.3	-0.4	0.9	-6.6
COc1ccc(N2C(=O)C3CCCN3C2c2ccc(C)cc2)cc1 (configuration not stated)	-2.5	4.5	1.9	2.8	-8.5	7.5	-2.4	-18.0	-6.1
CC(=O)N(C(C)=O)c1ncnc2c1c(-c1ccc(Cl)cc1)nn2C(C)(C)C	-0.3	-2.5	-6.7	-1.5	18.8	-0.7	-8.2	1.6	8.2
CCCCNC(=O)NC(C(=O)OC)C12CC3CC(CC(C3)C1)C2 (configuration not stated)	-1.0	2.7	-2.1	-2.5	-8.1	5.3	-0.2	-10.7	12.1
COc1ccc(N(CC(=O)Nc2cc([N+](=O)[O-])ccc2C)S(C)(=O)=O)cc1OC	-2.0	1.4	·	1.0	-1.0	1.4	-6.9	-11.2	1.0
COc1ccc(-n2nc3cc(C)c(N)c(Br)c3n2)cc1	0.4	-0.3	-4.8	34.0	13.8	1.7	-4.4	16.1	-18.0
NS(=O)(=O)c1ccc(N/N=C2/CCCc3ccccc32)c([N+](=O)[O-])c1	1.7	0.8	-1.7	-2.8	-0.7	1.4	0.8	0.7	-25.5
Cc1cc(N(C(=O)c2ccco2)C(C(=O)NC2CCCCC2)c2ccccc2)ccc1-n1cnnn1 (configuration not stated)	-2.4	-3.1	5.5	-7.6	-0.6	51.3*	1.1	3.6	-30.6
CCn1c(-c2cccs2)nc2ccccc21	2.5	-3.8	2.6	-0.3	-7.8	0.1	-7.4	-1.0	-20.3
O=C(NC1CCCCCC1)c1nc2ncccn2n1	-0.2	1.4	3.2	-0.7	-5.6	1.2	1.0	12.0	-8.7
CC1=C(C(=O)Nc2ccccn2)C(c2ccccc2)n2ncnc2N1 (configuration not stated)	1.8	5.7	1.6	1.4	-4.7	8.6	1.1	-6.4	3.1
Cc1cc(C(=O)CSc2ncccn2)c(C)n1Cc1ccco1	-0.2	-3.1	4.7	17.8	28.7	1.9	-6.9	-2.9	0.6
CCN(CC)c1ccc(-c2c(C#N)c(N)nc(OC)c2C#N)cc1	0.9	-2.8	-10.1	33.1	20.9	2.8	-1.4	8.2	-3.6
COC(=O)c1c(-c2ccc(F)cc2)csc1NC(=O)c1ccco1	-3.3	-1.0	11.3	5.9	-6.5	2.0	5.5	-9.7	7.7
Cc1ccc(S(=O)(=O)N2CCCCC2)cc1NC(=O)c1ccccn1	-1.1	-1.1	·	-0.1	-3.3	-1.5	2.8	5.0	12.8
COCCNC(=O)C1CCN(S(=O)(=O)c2ccccc2)CC1	0.7	-3.5	4.1	-1.7	7.6	0.0	-3.9	6.5	-10.9
COc1ccc(Cc2noc(CN3CCCN(Cc4ccc(F)cc4)CC3)n2)cc1OC	-0.5	2.7	9.4	·	-13.8	10.1	2.5	-20.3	-1.5
COc1ccc(C2C(C(=O)O)c3ccccc3C(=O)N2Cc2ccco2)cc1 (configuration not stated)	1.3	-4.2	·	1.6	-10.9	2.4	-5.0	21.4	-1.7
Cc1c(NC(=O)c2ccc(COc3ccc4ccccc4c3)o2)c(=O)n(-c2ccccc2)n1C	-0.3	1.1	8.0	-5.2	-10.6	4.7	-7.0	-4.3	-13.8
CCOC(=O)C1=C(O)/C(=C\c2ccc(OC)c(OC)c2)N=C1C	-0.3	-1.7	-2.2	-0.7	14.8	-2.7	1.4	-10.3	-4.5
CCC(=O)c1ccc(OCC(O)Cn2nnc3ccccc32)cc1 (configuration not stated)	1.5	-0.3	-0.3	0.5	2.0	14.8	0.0	1.2	5.7
NC(=O)Cc1ncc(C(F)(F)F)cc1Cl	-0.6	-1.7	1.7	0.8	-9.1	5.5	3.5	6.3	-11.7
Cc1nn(C)c(C(=O)NN)c1Cl	-0.1	3.2	-0.5	0.4	-19.2	10.6	0.6	-12.6	-2.8
CC(=O)N1CCC2(CC1)CC(=O)c1cc(OCC(=O)NCc3ccc(C)cc3)ccc1O2	-1.5	6.1	0.7	2.6	-23.2	9.3	-5.9	-8.9	-4.9
C#CCOCCOCCOCCNc1nc(N2CCN(C(=O)[C@H]([C@@H](C)CC)n3cc([C@@H](N)Cc4ccc(O)cc4)nn3)CC2)nc(N2CCN(C(=O)[C@H](CCCCN)n3cc([C@@H](N)CO)nn3)CC2)n1	-1.5	3.8	-0.1	5.8	-14.8	-2.6	-10.4	8.7	5.1
Cc1cc(OC(F)F)ccc1NC(=O)Nc1ccc([N+](=O)[O-])cc1	0.0	-5.8	-12.6	1.3	58.9*	0.7	-9.3	28.8	12.8
CC(=O)c1c(C)nc(-c2ccc(OCC(=O)Nc3ccc(F)cc3)cc2)n1O	1.9	-0.7	2.8	·	5.0	1.3	-6.2	-6.5	-7.5
CCc1cc2c3c(c1)/C(=C1/SC(N)=NC1=O)C(=O)N3C(C)(C)C=C2C	0.6	-1.7	0.2	0.9	8.6	-5.8	-5.1	8.7	0.6
COC(=O)c1ccccc1NC(=S)NC(=O)c1ccccc1	0.8	-5.3	-1.6	3.1	-2.8	-2.8	-2.1	21.4	8.3
C=CCNc1nc(N)c(C(=O)Nc2cc(C)on2)s1	1.5	-0.1	-6.2	-0.1	-4.4	4.2	1.7	-3.4	-11.2
CSCCC(NC(N)=O)C(=O)Nc1ccc(C)cc1 (configuration not stated)	1.0	3.2	1.1	-0.5	-3.4	6.6	-6.6	-5.2	-11.7
O=C(COc1ccc(OCc2ccccc2)cc1)NC1CCOC1=O (configuration not stated)	1.5	5.2	0.0	·	3.1	5.8	-2.1	3.4	-3.2
Nn1c(SCC(=O)Nc2ccc3c(c2)OCO3)nnc1-c1ccc(Cl)cc1	0.2	-2.1	0.0	-1.2	-8.4	2.2	-5.3	-10.2	-20.5
CN(C)/C=N/c1c(C#N)cnn1C	-0.4	4.8	6.1	4.1	-20.9	9.7	-9.6	-0.1	2.3
CC(C)c1ccc(NC(=S)Nc2ccc(OC(F)(F)F)cc2)cc1	3.5	0.7	1.7	2.8	4.9	6.4	9.7	-5.3	0.3
Cc1ccc([N+](=O)[O-])cc1S(=O)(=O)N1CCCCC1C(=O)O (configuration not stated)	-0.1	1.6	4.5	0.7	16.0	6.9	-7.6	7.3	7.1
OCc1nc2ccccc2n1/N=C/c1cccs1	-0.3	3.0	·	-0.7	-2.3	1.6	-4.4	-5.5	-9.8
O=C(O)CSCC(=O)Nc1ccc(C(=O)O)cc1	-1.8	-0.9	0.1	1.2	-6.5	3.7	-2.7	-1.9	-12.4
N#C/C(=C(/O)COC(=O)c1ccc(C#N)cc1)c1nc2ccccc2s1	0.7	0.1	1.8	25.7	0.2	5.6	-6.8	8.0	-19.4
CC(C)(C)C(=O)NC(=S)N1CCOCC1	0.9	-1.7	-3.6	-1.7	-3.8	5.9	-9.1	15.8	7.2
O=C(O/N=C(/c1ccccc1)c1ccncc1)c1ccc(F)cc1	0.6	-3.2	-0.2	-2.0	5.1	-4.4	-3.7	3.6	-2.4
CCOc1ccc(/C=N/NC(=O)c2ccccc2NC(=O)c2ccc(OC)cc2)cc1	0.5	0.1	-1.4	-3.5	10.1	3.3	-12.8	-8.3	-22.3
Cc1cc(C(=O)CSc2nnc(-c3ccc(Cl)cc3)n2CC2CCCO2)c(C)n1C (configuration not stated)	-0.2	-0.5	-0.9	0.9	-11.0	-1.0	0.9	9.1	-19.4
O=C(NCc1ccco1)C(=O)c1cn(CC(=O)N2CCCC2)c2ccccc12	0.4	-0.2	-3.4	-1.1	21.1	4.9	2.9	1.6	-7.2
CCOC(=O)c1cn(-c2ccc([N+](=O)[O-])cc2)c2cc(Cl)c([N+](=O)[O-])cc2c1=O	-0.9	0.2	0.8	5.3	-8.7	4.3	-7.7	14.0	-8.3
